From PubChem BioAssay
MazEF act: activators of E. coli MazEF toxin-antitoxin RNase, primary screen, biochemical, fluorescence, uHTS; Endoribonuclease toxin MazF (Escherichia coli (strain K12)), P0AE70; FAM/BHQ RNA-DNA oligo cleavage fluorescence, 5 h; activation, % at 20 µM; 350,000 compounds, 0.32% hits; AID 504720, 2011; in the data active = activation above about 50%
BoNT F protease: BoNT/F light chain protease inhibitors, primary screen, biochemical, flow cytometry, MLPCN library; Botulinum neurotoxin type F light chain protease (Clostridium botulinum); inhibition, % at 10 µM; Multiplex microsphere protease cleavage assay; 360,000 compounds, 0.22% hits; in the data active = inhibition above about 35%, passing the limit was not always enough; inconclusive = no clear call, values can overlap the other calls; also: plate controls were buffer without enzyme for full effect and enzyme alone for no effect
FadD28 FP inh: inhibitors of FadD28 bisubstrate probe binding, primary screen, biochemical, fluorescence polarization, single point; Mycobacterium tuberculosis FadD28 fatty-acid-AMP ligase; inhibition, % at 12.5 µM; 360,000 compounds, 0.22% hits; AID 588549, 2011; in the data active = inhibition above about 8.5%, passing the limit was not always enough; inconclusive = no clear call, values can overlap the other calls
Rv3671c protease: Rv3671c serine protease inhibitors, primary screen, biochemical, fluorescence polarization, M. tuberculosis H37Rv. P9WHR9. inhibition, % at 5.96 µM. 320,000 compounds, 0.048% hits. AID 2606, 2010; in the data active = inhibition above about 38%;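 also: extracellular domain of Rv3671c used as enzyme; 0% = enzyme with DMSO and 100% = no enzyme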
CCHF vOTU inh: CCHFV vOTU protease inhibitors, primary screen, biochemical, Pep-AMC substrate, fluorescence; AID 651958, 2012; 370,000 compounds, 0.55% hits; inhibition, % at 11.5 µM; also: 0% = vehicle wells with enzyme and 100% = no enzyme wells
FBA Mtb inh: Mtb FBA enzyme inhibitors, primary screen, biochemical, fluorescence, strain H37Rv; Fructose-bisphosphate aldolase (Mycobacterium tuberculosis (strain ATCC 25618 / H37Rv)), …; purified M. tuberculosis FBA, fluorescence read-out; inhibition, % at 1 µM; 360,000 compounds, 2.3% hits; AID 588726, 2011; in the data active = inhibition above about 27%;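 also: 0% = vehicle and 100% = reference inhibitor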
Target sequence (P9WQA3 whole entry, looked up): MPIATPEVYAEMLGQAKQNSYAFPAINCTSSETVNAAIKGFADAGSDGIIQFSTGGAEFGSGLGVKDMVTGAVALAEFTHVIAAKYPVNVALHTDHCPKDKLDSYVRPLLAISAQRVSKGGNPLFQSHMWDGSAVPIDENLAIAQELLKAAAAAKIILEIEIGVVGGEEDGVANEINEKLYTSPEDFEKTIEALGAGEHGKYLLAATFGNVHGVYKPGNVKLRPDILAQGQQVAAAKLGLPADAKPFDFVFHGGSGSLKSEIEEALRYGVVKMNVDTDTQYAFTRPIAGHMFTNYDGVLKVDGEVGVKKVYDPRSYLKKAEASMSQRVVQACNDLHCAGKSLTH
UGM FP inh: M. tuberculosis UGM enzyme inhibitors, primary screen, biochemical, fluorescence polarization, single point | inhibition, % at 10 µM | AID 504406, 2011 | purified UGM, fluorescence polarization probe displacement | 320,000 compounds, 0.06% hits; in the data active = inhibition above about 10%, passing the limit was not always enough; inconclusive = no clear call, values can overlap the other calls
Target sequence (P9WIQ1 whole entry, looked up): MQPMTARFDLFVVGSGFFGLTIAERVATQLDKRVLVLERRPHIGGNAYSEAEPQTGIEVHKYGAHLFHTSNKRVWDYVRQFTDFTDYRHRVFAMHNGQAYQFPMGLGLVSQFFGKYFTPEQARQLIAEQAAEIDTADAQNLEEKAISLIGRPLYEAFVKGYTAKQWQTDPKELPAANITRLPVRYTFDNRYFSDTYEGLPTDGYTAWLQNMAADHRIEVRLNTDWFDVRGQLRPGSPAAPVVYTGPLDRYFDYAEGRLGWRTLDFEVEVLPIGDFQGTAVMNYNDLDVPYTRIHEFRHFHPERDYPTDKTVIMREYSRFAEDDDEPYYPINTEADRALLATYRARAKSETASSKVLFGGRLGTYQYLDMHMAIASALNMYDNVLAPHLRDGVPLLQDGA
DUSP3 inh: VHR1 phosphatase inhibitors, primary screen, biochemical, absorbance, uHTS; Dual specificity protein phosphatase 3 (Homo sapiens), P51452; recombinant VHR phosphatase, pNPP absorbance; inhibition, % at 13.3 µM; 290,000 compounds, 0.52% hits; AID 1654, 2009; in the data active = inhibition above about 50%; also: some compounds called inactive have numbers as strong as hits
Target sequence (P51452 whole entry, looked up): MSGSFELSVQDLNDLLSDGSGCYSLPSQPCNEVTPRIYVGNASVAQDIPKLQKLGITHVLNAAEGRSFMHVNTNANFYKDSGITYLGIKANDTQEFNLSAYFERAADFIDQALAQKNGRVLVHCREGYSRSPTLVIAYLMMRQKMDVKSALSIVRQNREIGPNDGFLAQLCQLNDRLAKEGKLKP
GDH-TPI inh: GDH-TPI coupling enzyme inhibitors, primary screen, artefact control for M. tuberculosis FBA inhibitor project, biochemical, absorbance, full deck. inhibition, % at 4.8 µM. GDH-TPI coupled enzyme counterscreen, NADH absorbance. 360,000 compounds, 1.2% hits. AID 588335, 2011;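 also: 0% = DMSO wells and 100% = wells lacking the enzyme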
BioA inh: M. tuberculosis BioA enzyme inhibitors, primary screen, biochemical, plate reader, single point, HTS | 360,000 compounds, 0.096% hits | 7,8-diaminopelargonic acid synthase BioA (Mycobacterium tuberculosis) | inhibition, % at 9.99 µM | purified M. tuberculosis BioA enzyme | AID 602481, 2012; in the data active = inhibition above about 40%; inconclusive = no clear call, values can overlap the other calls
* marks the source's active call; other numbers are inactive results; u = inconclusive; x = not tested or not shown. Rule as the data show it, unless noted: active = inhibition above about 30%; inactive = the rest.

SMILES | MazEF act | BoNT F protease | FadD28 FP inh | Rv3671c protease | CCHF vOTU inh | FBA Mtb inh | UGM FP inh | DUSP3 inh | GDH-TPI inh | BioA inh
Cc1onc(-c2ccccc2Cl)c1NC(=O)NCc1cccs1 | 5 | u | -0.5 | 3 | -6 | -1 | 1.7 | -7 | -2 | -1.6
Cc1ccc(NC(=O)Nc2ncnc3nc[nH]c23)cc1 | 5 | -5 | -3.9 | 8 | -6 | 1 | 1.7 | 13 | -2 | -0.9
COC(=O)c1cccc(S(=O)(=O)N2CCC(NC(=O)Nc3cccc(F)c3)CC2)c1 | 1 | -8 | 0.9 | -13 | 0 | -4 | 1.2 | 40 | 13 | -1.9
CCCC1(c2ccccc2)NC(=O)N(CC(=O)Nc2ccc3c(c2)OCCO3)C1=O (stereo not drawn) | 1 | x | -0.7 | 9 | 4 | 6 | -0.8 | x | 3 | -2.2
COC(=O)C1=C(C)N(CC2CC2)C(=NCc2cccc(Cl)c2)N[C@H]1c1ccccc1 | -1 | -10 | -3.0 | -3 | -1 | -2 | -2.2 | 28 | 2 | -1.6
CCCSc1ncnc2sc(C)c(C)c12 | 6 | -8 | -1.0 | -6 | 9 | 0 | -0.9 | 30 | -3 | x
Cc1noc(NS(=O)(=O)c2ccc(N/C=C\C(=O)c3ccc4c(c3)OCO4)cc2)c1C | 2 | -2 | 1.4 | 1 | -8 | 0 | -1.6 | -16 | 29 | 0.3
CCOC(=O)Cc1csc(NC(=O)Cc2cccs2)n1 | 10 | 1 | 0.3 | -6 | 2 | 0 | 1.2 | -4 | 5 | 0.6
CCCC(=O)Nc1cc(-c2nnc(OC)c3ccccc23)ccc1N1CCOCC1 | -3 | -12 | -0.5 | 6 | 6 | 4 | -1.4 | x | 3 | x
CCN(CC)S(=O)(=O)c1cccc(C(=O)OCC(=O)Nc2ccc3c(c2)c2ccccc2n3CC)c1 | 3 | 4 | -0.7 | -13 | -8 | -1 | 3.5 | 4 | 15 | x
Cc1ccc(S(=O)(=O)NCC(=O)NC2CCCC2)cc1 | -4 | -1 | 0.2 | x | -6 | 8 | x | 34 | -2 | -0.2
CC(OC(=O)CC1CC2CCC1C2)C(=O)Nc1ccc(C(N)=O)cc1 (stereo not drawn) | 2 | 1 | -0.7 | 1 | -2 | 1 | 0.7 | x | 5 | 5.6
CCOc1ccc(-c2noc(CCC(N)=O)n2)cc1OCC | 2 | -4 | -5.7 | -8 | 9 | -1 | 3.5 | -8 | -6 | -1.2
Cc1occc1-c1nnc(SC(C)C(=O)Nc2ccccc2F)o1 (stereo not drawn) | -2 | 1 | -1.2 | x | 5 | -2 | x | x | -3 | -0.9
O=C(c1cccc(C(F)(F)F)c1)C1CCCN(C(=O)Cn2cncn2)C1 (stereo not drawn) | 6 | 10 | -1.8 | 0 | 9 | 1 | 1.5 | -20 | 3 | -2.0
CC1=NN(C(=O)COc2ccccc2)C(O)(c2cccnc2)C1 (stereo not drawn) | 6 | 2 | -3.8 | -19 | 6 | 1 | 2.0 | -13 | 4 | x
O=C(CN1CCN(c2ccccc2O)CC1)Nc1cc(S(=O)(=O)N2CCCC2)ccc1Cl | -1 | -5 | -0.9 | 0 | 10 | -1 | 2.9 | x | 1 | 0.2
CCOCCCNC(=O)c1cn(CC(C)C)c(=O)c2cc(OC)c(OC)cc12 | 12 | -5 | -3.0 | x | 13 | -1 | x | 7 | -1 | 0.3
Cc1c(/C=N/NC(=O)C2(O)c3ccccc3-c3ccccc32)cnn1C | 3 | -3 | -2.3 | 2 | -9 | 1 | 0.8 | 8 | 0 | 1.2
COc1ccccc1NC(=O)/C(=C/c1cccs1)NC(=O)c1ccco1 | -3 | x | 0.4 | -1 | -2 | -3 | 1.2 | 9 | 19 | 1.1

3 compounds from above with just BioA inh and BoNT F protease.
| Compound | BioA inh | BoNT F protease |
| --- | --- | --- |
| CCCC(=O)Nc1cc(-c2nnc(OC)c3ccccc23)ccc1N1CCOCC1 | x | -12 |
| CCN(CC)S(=O)(=O)c1cccc(C(=O)OCC(=O)Nc2ccc3c(c2)c2ccccc2n3CC)c1 | x | 4 |
| Cc1ccc(S(=O)(=O)NCC(=O)NC2CCCC2)cc1 | -0.2 | -1 |

(list continues)
SMILES | MazEF act | BoNT F protease | FadD28 FP inh | Rv3671c protease | CCHF vOTU inh | FBA Mtb inh | UGM FP inh | DUSP3 inh | GDH-TPI inh | BioA inh
O=C(O)c1cn(Cc2ccccc2)nc1-c1cccnc1 | 5 | -3 | -0.7 | -3 | -11 | 5 | 4.1 | -14 | 4 | x
Cc1cc(N=Nc2ccccc2C(=O)O)c(C)c(C)c1O | -3 | -16 | u | -4 | 15 | -23 | 5.3 | -4 | 11 | x
COc1ccc(N2C(=S)NC3N2C(=S)NC3(C)c2ccccc2)cc1 (stereo not drawn) | 12 | -2 | -3.8 | -13 | 2 | -8 | 1.9 | 22 | 8 | x
CC(C)(C)OC(=O)N1CCC(C(=O)Nc2cccc(C(=O)N3CCCC3)c2)CC1 | 1 | -1 | -2.9 | x | 13 | 2 | x | x | -8 | -0.3
Cc1ccc(C2NC(=O)c3ccccc3N2)c(C)c1 (stereo not drawn) | 4 | -6 | -2.0 | x | -63 | 62* | x | x | 6 | x
Cc1cc(C)nc(N2CCCC(C(=O)Nc3cccc(Cl)c3)C2)n1 (stereo not drawn) | 1 | 15 | 0.5 | 2 | 6 | -4 | -1.4 | 8 | 20 | -1.2
O=C(COc1ccc2c(c1)oc(=O)c1ccccc12)N[C@@H](Cc1ccccc1)C(=O)O | 4 | -2 | -6.1 | -11 | -64 | 115* | 4.2 | 24 | 9 | -0.4
Cc1nc2ccc(NC(=O)N3CCOCC3)cc2s1 | 0 | -9 | -2.0 | 2 | 24 | 0 | 5.8 | -12 | -5 | 0.1
O=[N+]([O-])c1ccc(O)c(NC(=S)Nc2ccccc2)c1 | 5 | -3 | -1.0 | 1 | -2 | -5 | 0.4 | 27 | 6 | 2.4
CC(=O)N[C@@H](C)C(=O)N1CCC(n2nccc2NC(=O)CCCc2ccccc2)CC1 | 8 | 6 | 0.5 | 0 | 9 | -4 | 3.1 | 10 | 8 | -1.7
CC(C)(Oc1ccc(CCNC(=O)c2ccc(Cl)cc2)cc1)C(=O)O | 3 | -3 | 0.0 | -5 | -2 | 1 | -2.7 | -18 | 3 | 1.0
COc1ccc(N(CC(=O)N2CCC(C(N)=O)CC2)S(=O)(=O)c2ccccc2)cc1 | 1 | -4 | x | -5 | 8 | 1 | 8.4 | 15 | 1 | -0.3
Cc1cc(C)c(NC(=O)COC(=O)COc2ccc3c(C)cc(=O)oc3c2)c(Cl)c1 | 4 | -6 | -1.7 | 2 | 14 | 18 | -3.0 | x | 7 | -0.7
Cc1ccc(S(=O)(=O)N2CCOCC2)cc1NC(=O)C1=NN(c2ccccc2)C(=O)CC1 | -3 | 5 | -2.3 | -2 | -5 | 2 | -0.8 | 2 | -7 | -1.2
N=C(N)SCc1nc2ccccn2c1Br | 10 | -12 | -1.4 | -6 | 10 | 0 | 0.0 | 23 | 11 | 0.9
CCSc1cc(N2CCCC2)nc(-c2ccc(Cl)cc2)n1 | 2 | -5 | 1.0 | -12 | -3 | 1 | 1.4 | x | 17 | -1.5
COC(=O)C(C)N(C#N)c1nc(C)nc(C)n1 (stereo not drawn) | 7 | 2 | -0.7 | -12 | 0 | 3 | -2.8 | -8 | 6 | x
O=c1[nH]nc2n1CCCCC2 | -3 | 3 | -1.8 | -4 | -3 | -1 | 1.8 | 18 | -3 | 0.0
CCOC(=O)CSCc1nc(-c2ccc(Cl)cc2)oc1C | -2 | -6 | -1.4 | 1 | 1 | 5 | 0.3 | -4 | -8 | 3.0
COc1ccc(OCCCC(=O)OCC(=O)c2ccc3c(c2)NC(=O)CO3)cc1 | 1 | 0 | -1.5 | -6 | -1 | 0 | 0.4 | x | 1 | x
COc1ccc(-c2nc3ccccc3nc2-c2ccc(OC)cc2)cc1 | 9 | u | -2.3 | -12 | -4 | 10 | 2.0 | 2 | 22 | 1.2
COc1ccc(CCNC(=O)CCC(=O)N2CCOc3ccccc32)cc1OC | 2 | 2 | -2.8 | 3 | 0 | -1 | 2.8 | 21 | -1 | 1.3
O=C(Nc1ccc(N2CCOCC2)cc1)c1ccc(Cl)nc1 | -1 | -11 | -0.9 | 4 | x | 2 | 2.8 | 31 | 8 | 0.8
O=C(N/N=C/c1cnc(N2CCOCC2)s1)c1ccccc1 | 7 | -1 | 0.2 | 2 | 8 | 3 | 2.2 | -8 | 28 | x
O=C(COC(=O)c1ccc(Br)cc1)NCCc1ccccc1 | 0 | -12 | -0.4 | -7 | -6 | 0 | 0.0 | 3 | 2 | x
CCCCCC(=O)NC(=S)Nc1ccc(Cl)cn1 | -7 | -2 | 0.5 | -2 | 19 | -2 | -0.6 | -7 | 3 | x
Cc1nnc(NC(=O)CSc2nnc(C(C)NC(=O)c3ccccc3F)n2C)s1 (stereo not drawn) | 3 | 24 | 0.4 | 12 | 2 | -4 | -1.7 | 14 | 8 | -0.7
Cc1cc(NC(=O)C(C)SCC(=O)OC(C)C(=O)Nc2ccccc2C)no1 (stereo not drawn) | 4 | -3 | 0.1 | -1 | 9 | 0 | -0.1 | 14 | 3 | 0.0
Cc1ccc(NC(=O)CN(C)C(=O)c2cccc(S(=O)(=O)NCc3cccs3)c2)cc1 | 1 | -3 | -4.3 | 2 | 1 | 0 | -1.6 | x | -2 | -2.0
Cc1cccc(NC(=O)NNC(=O)c2ccccn2)c1 | 1 | 0 | -1.6 | 11 | 2 | 0 | -3.6 | x | 1 | -0.5
Cc1cc(C(=O)NCC(=O)OCC(=O)N(C(C)C)C(C)C)ccc1[N+](=O)[O-] | 8 | 3 | -1.6 | -1 | -3 | -4 | -1.6 | 33 | -3 | x
CCOC(=O)CC1=C(C(=O)OCC)C2(C(=O)N1CC(=O)OC)C(C#N)=C(N)Oc1ccccc12 (stereo not drawn) | 0 | 4 | 0.9 | -2 | -4 | -2 | 3.3 | 37 | -6 | -2.5
CCOC(=O)CC(=O)Nc1nnc(CC(C)C)s1 | 11 | -50 | 1.5 | -1 | 6 | -1 | -2.6 | 16 | 1 | -0.8
Cn1nc(-c2ccccc2)c(C(=O)NCC(=O)O)c1Cl | 5 | 15 | -2.3 | 1 | 9 | -2 | -3.5 | 6 | -7 | x
CCc1ccc(S(=O)(=O)NC2CCCCNC2=O)cc1 (stereo not drawn) | 8 | 1 | -1.0 | -28 | 8 | 5 | 0.5 | 49 | 1 | -4.6
COC(=O)CS(=O)(=O)c1ccsc1C(=O)Nc1ccc(F)cc1 | 6 | -5 | -1.8 | 0 | -4 | -1 | 1.3 | -6 | -2 | 0.4
